# Assay outcomes: PubChem BioAssay, several laboratories
# Thrombin inh: thrombin (human) inhibition | alpha-thrombin, Boc-VPR-AMC fluorogenic substrate cleavage | inhibition, % at 5 µM | hit rate 0.26% among 220,000 | AID 1046;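 active = inhibition at or above 40%; inactive = inhibition below 40%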;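 also: 0% = enzyme with no compound and 100% = wells without enzyme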
#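 System: Human alpha-thrombin protein | Medium: pH 7.5 Tris (50 mM) with NaCl 150 mM, Tween 20 0.05% | Times: Enzyme reaction carried out at room temperature | Detection: AMC fluorescence, 355/460 nm | Evaluation: Percent inhibition scaled between no-compound controls and no-enzyme blanks | Benchmarks: Enzyme without compound as high, wells lacking enzyme as low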
# KLK5 inh: kallikrein 5 (human) inhibition | hit rate 0.59% among 210,000 | AID 873 | Q9Y337 | inhibition, % at 5 µM | recombinant hK5, fluorogenic AMC substrate cleavage;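 active = inhibition of 40% or more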;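 also: 0% = enzyme controls without compound and 100% = no-enzyme blanks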
# Target sequence (Q9Y337 67-293 limits assumed): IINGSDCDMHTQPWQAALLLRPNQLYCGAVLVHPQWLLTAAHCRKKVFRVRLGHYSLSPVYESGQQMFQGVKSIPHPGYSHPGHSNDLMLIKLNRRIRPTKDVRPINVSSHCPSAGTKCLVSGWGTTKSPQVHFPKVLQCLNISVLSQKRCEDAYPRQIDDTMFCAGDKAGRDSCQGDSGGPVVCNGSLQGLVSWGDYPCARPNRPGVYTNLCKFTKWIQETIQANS
# FXIa inh: blocks human coagulation factor XIa protease activity; P03951; purified FXIa, Boc-Glu-Ala-Arg-AMC fluorogenic substrate; inhibition, % at 5 µM; hit rate 0.14% among 220,000;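 active = inhibition of at least 40%; inactive = inhibition below 40%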;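 also: fluorescence of freed AMC excited at 355 nm; 0% = enzyme without compound and 100% = no enzyme blank; many of its hits are not listed in these tables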
# Target sequence (P03951 19-387 limits assumed): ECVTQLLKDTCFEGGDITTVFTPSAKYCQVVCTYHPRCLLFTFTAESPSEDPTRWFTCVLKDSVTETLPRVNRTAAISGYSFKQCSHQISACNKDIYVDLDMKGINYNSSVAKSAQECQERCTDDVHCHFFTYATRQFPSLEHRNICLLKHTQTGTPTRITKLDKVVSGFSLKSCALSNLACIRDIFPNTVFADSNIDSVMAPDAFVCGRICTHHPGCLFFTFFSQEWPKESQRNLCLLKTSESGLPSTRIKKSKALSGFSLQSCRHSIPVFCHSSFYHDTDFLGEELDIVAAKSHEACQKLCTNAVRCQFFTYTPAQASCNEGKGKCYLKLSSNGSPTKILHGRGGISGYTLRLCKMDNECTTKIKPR
# Target sequence (P03951 388-625 limits assumed): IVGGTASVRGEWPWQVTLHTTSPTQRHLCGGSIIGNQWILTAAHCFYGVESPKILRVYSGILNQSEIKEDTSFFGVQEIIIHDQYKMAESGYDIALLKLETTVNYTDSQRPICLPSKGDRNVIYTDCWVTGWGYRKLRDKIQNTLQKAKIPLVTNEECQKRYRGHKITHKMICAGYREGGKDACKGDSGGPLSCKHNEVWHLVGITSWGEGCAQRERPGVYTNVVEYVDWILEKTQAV
# PERK inhibitor: human PERK inhibition, primary cell-based screen. inhibition, % at 5.6 µM. CHO PERK-DD fusion, SEAP luminescence translation reporter. Q9NZJ5. hit rate 0.17% among 220,000;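 active = inhibition above the mean inhibition of all tested compounds plus 3 SD, set separately per screening campaign, cut at about 2.9% in these data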;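 also: PERK kinase domain activated by AP20187 dimerizer at 100 nM; 0% = DMSO with dimerizer and 100% = rapamycin at 8.4 µM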
# FXIIa inh: factor XIIa (human) inhibition; inhibition, % at 5 µM; purified FXIIa, Boc-QGR-AMC fluorogenic substrate, 2 h; hit rate 0.3% among 220,000; P00748; in the data active = inhibition above about 40%;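 also: 0% = enzyme with no compound and 100% = blank without enzyme; many of its hits are not listed in these tables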
# KCC2 mod: KCC2 (human) Cl- transport modulation | KCC2 cells, thallium flux FluoZin-2 fluorescence | B-score of Tl+ flux slope (higher = more flux/activation; lower = inhibition) at 10 µM | hit rate 2.2% among 190,000 | AID 1456;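 active = thallium flux slope and its plate-corrected score both differing from the plate sample mean at a set confidence after two filtering rounds, in either direction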;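 also: slope of fluorescence scaled to starting intensity during 10 to 20 s after thallium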
# Rad51 HR inh: blocks human Rad51 in homologous recombination; Q06609; hRad51 DNA strand exchange, fluorescence dequenching; inhibition, % at 10 µM; hit rate 0.085% among 200,000;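 active = inhibition above 40% at the single screening dose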;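 also: 0% = DMSO control wells and 100% = blanks with heterologous ssDNA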
#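 Material: human Rad51–ssDNA filaments; Probe or stimulus: labelled 47-mer dsDNA for strand exchange; Doses: single 10 µM dose; Incubation: 37 °C 15-min filament assembly, 30-min compound preincubation, 15-min exchange; Technique: FRET fluorescence dequenching, excitation 485 nm, emission 520 nm; Measure: Fluorescence-based percent inhibition, control- and blank-normalised; Benchmarks: plate control and blank wells.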
# Furin inhibitor: human furin inhibition; P09958; purified furin, fluorogenic substrate cleavage; inhibition, % at 30 µM; hit rate 0.061% among 220,000; AID 463115; in the data active = inhibition above about 25%; also: inactives centre near -15
# m-calpain inh: calpain II (pig) inhibition; purified calpain II, fluorogenic peptide substrate, 30 min; inhibition, % at 16 µM; hit rate 0.37% among 220,000; AID 1236;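 active = inhibition above about 50%, limit read from the data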
# * = called active by the depositor; nt = not tested or not shown; [ ] = remark or other dose. Only part of the results is shown. The share of hits here may be higher or lower than overall.
1. O=C(COC(=O)Cc1c(Cl)cccc1Cl)Nc1ccccc1-c1ccccc1
2. O=C(NC(NC(=S)N1CCOCC1)C(Cl)(Cl)Cl)c1cccc2ccccc12 (stereo not drawn)
3. FC(F)(F)c1cccc(Oc2cc(C(F)(F)F)nc(-c3ccccn3)n2)c1
4. Cn1cnnc1SCC(=O)N1CCN(C(=O)c2ccco2)CC1
5. COc1ccc(C2C(C(=O)c3ccccc3)N3c4ccccc4C=CC3C2[N+](=O)[O-])cc1 (stereo not drawn)
6. CCc1cc2c(N=Nc3c(O)[nH]c4ccccc34)ncnc2s1
7. O=C(O)CN=C1NC2(CCCCC2)Cc2ccccc21
8. Cc1cc(=O)[nH]c(SCC(=O)Nc2ccc(Br)cc2)c1C#N
9. O=C(Nc1nnc(C2CC2)s1)c1ccco1
10. CCOC(=O)c1cc(-c2csc(COc3ccccc3)n2)on1

Compound	1	2	3	4	5	6	7	8	9	10
Thrombin inh	-4	0	-5	-13	8	-7	3	6	-2	-10
KLK5 inh	-9	1	1	-7	2	-4	3	0	-1	39
FXIa inh	-7	-8	-13	-4	-2	4	5	7	2	-14
PERK inhibitor	0.2	0.3	2.7	0.6	0.3	1.6	-0.6	0.8	0.7	0.1
FXIIa inh	5	9	-4	-4	4	11	15	20	1	1
KCC2 mod	-0.18	-2.2	-0.64	0.03	0.39	-0.057	-0.51	-2.9*	0.89	-1.6
Rad51 HR inh	nt	-9	0	4	-78	-32	-1	4	0	10
Furin inhibitor	-5	-15	-15[20 µM]	-29	-6	-5	-4[20 µM]	-19[20 µM]	-28	-15
m-calpain inh	26	40	9	-16	-89	-19	-25	-17	-3	-10

11. O=C(CSc1nc2ccccc2n1CC(=O)N1CCCCC1)N1CCCCC1
12. Oc1ccccc1C=Nc1ccccc1-c1nc2ccccc2[nH]1
13. O=C(NC1CCCC1)C(c1ccccn1)N(C(=O)c1csnn1)C1CCCCC1 (stereo not drawn)
14. O=C(COc1ccc(Cl)cc1)OCC(=O)N1CCCc2ccccc21
15. COc1ccc(CN(C)CC(=O)Nc2sc3c(c2C#N)CCC3)cc1OC
16. O=C(Nc1ccc([N+](=O)[O-])cc1)c1cn(-c2ccccc2)nc1-c1cc2ccccc2o1
17. COc1ccc(C)cc1Nc1nnc(C)c(=O)[nH]1
18. COc1cc(OC)c2c(C)c(Cl)c(=O)oc2c1
19. Cc1nc2sc(C(c3ccc(Cl)cc3)N3CCN(CCO)CC3)c(O)n2n1 (stereo not drawn)
20. CC(CN1CCN(C)CC1)OC(=O)c1ccc(Cl)cc1 (stereo not drawn)

Compound	11	12	13	14	15	16	17	18	19	20
Thrombin inh	-3	-13	-1	-8	-10	0	4	-7	-7	-1
KLK5 inh	-2	-41	-5	-6	-7	-18	-6	-14	-1	5
FXIa inh	-1	-3	21	-4	-9	1	0	-10	0	4
PERK inhibitor	1.4	1.5	-0.2	0.3	-0.2	0.7	2.8	-1.1	nt	1.4
FXIIa inh	6	-3	28	-3	3	11	3	-11	8	10
KCC2 mod	0.91	0.66	-0.4	0.076	0.75	0.26	-0.42	nt	0.011	0.53
Rad51 HR inh	-12	2	2	4	-3	4	2	1	-6	0
Furin inhibitor	-20	-19	-23[20 µM]	-21	-23	13	-16	-33	-34	-9[20 µM]
m-calpain inh	3	-336	6	6	-33	14	4	-362	-6	-4

21. CCSc1nnc(NC(=O)C2CC2c2ccccc2)s1 (stereo not drawn)
22. Cn1c(/C(C#N)=C/Nc2ccccn2)nc2ccccc21
23. O=c1[nH]c2ccc(N=Cc3c(O)ccc4cc(Br)ccc34)cc2[nH]1
24. CN(c1cccc(NC(=O)CCSc2ccccc2)c1)S(C)(=O)=O
25. c1ccc(-c2nnc3n2CCCC3)cc1
26. COc1ccccc1N1CCN(CC(=O)NCCc2ccc(S(N)(=O)=O)cc2)CC1
27. COc1ccccc1NC(=O)CNC(=O)c1ccccc1C
28. CCOC(=O)N1CCN(C(=O)CN(c2ccc(OC)c(OC)c2)S(C)(=O)=O)CC1
29. Oc1ccccc1/C=N/NC(=S)NC1CC2CC1C1C=CCC21 (stereo not drawn)
30. COCc1cc(C)nc(SCC(=O)Nc2ccc3c(c2)OCO3)c1C#N

Compound	21	22	23	24	25	26	27	28	29	30
Thrombin inh	1	-2	1	3	2	-2	-3	-5	1	2
KLK5 inh	-14	-16	-5	-5	-14	-9	-10	-23	-7	-6
FXIa inh	9	-11	12	-14	7	-4	1	-5	-1	2
PERK inhibitor	0.8	-1.4	0.6	0.6	1.4	1.2	0.1	0.9	0.6	-1.7
FXIIa inh	13	16	13	1	22	2	15	8	8	7
KCC2 mod	0.093	0.65	0.49	-0.0042	nt	2.1	nt	-0.073	15*	0.19
Rad51 HR inh	5	3	-48	-5	4	-107	-2	4	8	5
Furin inhibitor	-2	-13[20 µM]	-19	-23[20 µM]	-20[20 µM]	-16	-17[20 µM]	-5[20 µM]	-2	-15[20 µM]
m-calpain inh	24	-211	12	20	-18	-7	14	11	-9	15

31. CC(C)(C)NC(=O)CN(Cc1cccs1)C(=O)c1csnn1
32. C(=C\c1nc(-c2ccccc2)no1)/c1ccccc1
33. Cc1nc(N2CCN(c3ccccc3)CC2)nc2c1C(=O)CC(c1ccccc1)C2 (stereo not drawn)
34. COc1ccc2nc(NC(=O)CSc3nnc(C)s3)sc2c1
35. O=C(CCC1CCCN(Cc2ccc3c(c2)OCCO3)C1)NCc1ccc(F)c(F)c1 (stereo not drawn)
36. O=C(/C=C/c1ccc(Cl)cc1Cl)Nc1ccc(CN2CCOCC2)cc1
37. COc1ccccc1NC(=O)CSc1nnc(CNC(=O)c2ccco2)o1
38. CCc1ccc(-c2cc(C(=O)NN3CCN(C)CC3)c3ccccc3n2)cc1
39. O=C1N/C(=N/S(=O)(=O)Cc2ccccc2)S/C1=C/c1ccc2c(c1)OCO2
40. O=C(NCC1CCCO1)C12CN(Cc3ccccc3)CC1C(c1cccc([N+](=O)[O-])c1)=NO2 (stereo not drawn)

Compound	31	32	33	34	35	36	37	38	39	40
Thrombin inh	-10	-9	-2	4	1	0	3	0	2	-4
KLK5 inh	-19	-7	8	10	nt	-6	-9	-14	6	-12
FXIa inh	-3	5	3	7	1	5	-1	3	6	8
PERK inhibitor	0.5	0.9	1.6	1.1	-0.1	0.5	-0.3	-1.3	1.8	-0.8
FXIIa inh	-11	13	13	19	11	8	5	6	13	19
KCC2 mod	-1.9	0.18	nt	0.76	-0.061	-0.013	nt	0.073	-1.3	-0.031
Rad51 HR inh	8	0	3	-3	5	-8	-16	nt	-16	-1
Furin inhibitor	-10[20 µM]	-4	-11	-20[20 µM]	-32	-1	-19[20 µM]	-29	-3	-1[20 µM]
m-calpain inh	1	-5	11	6	-5	14	-12	-17	10	-7

# Sorted by the number under KCC2 mod (highest first): some entries from above
item | SMILES | Thrombin inh | KLK5 inh | FXIa inh | PERK inhibitor | FXIIa inh | KCC2 mod | Furin inhibitor | m-calpain inh
23 | O=c1[nH]c2ccc(N=Cc3c(O)ccc4cc(Br)ccc34)cc2[nH]1 | 1 | -5 | 12 | 0.6 | 13 | 0.49 | -19 | 12
35 | O=C(CCC1CCCN(Cc2ccc3c(c2)OCCO3)C1)NCc1ccc(F)c(F)c1 (stereo not drawn) | 1 | nt | 1 | -0.1 | 11 | -0.061 | -32 | -5
8 | Cc1cc(=O)[nH]c(SCC(=O)Nc2ccc(Br)cc2)c1C#N | 6 | 0 | 7 | 0.8 | 20 | -2.9* | -19[20 µM] | -17

# (more compounds)
41. CC1(C)Cc2nc3oc4c(NCCCN5CCOCC5)ncnc4c3cc2CO1
42. O=[n+]1c2c(n([O-])c3cc(Br)ccc31)CCCC2
43. CCOC(=O)N1CCN(C(=O)c2cc(C)no2)CC1
44. COC(=O)c1ccc(C2c3c(oc4ccccc4c3=O)C(=O)N2CCCN2CCOCC2)cc1 (stereo not drawn)
45. Cc1[nH]n(-c2c(Cl)cc(Cl)cc2Cl)c(=O)c1C=Nc1ccc(S(=O)(=O)N2CCOCC2)cc1
46. CC(C)C(=O)NC(=O)[C@@H]1CCCN1C(=O)/C=C/c1ccccc1
47. Cc1c([N+](=O)[O-])cc(C(=O)Oc2cccc(C(=S)N3CCOCC3)c2)cc1[N+](=O)[O-]
48. CCOc1ccccc1N1C(=O)CC(Sc2n[nH]c(-c3ccccc3)n2)C1=O (stereo not drawn)
49. CCOC(=O)c1cc(C(C)(C)C)n(CCCN2CCOCC2)c1C
50. COc1cccc(NC(=S)N2CCn3cccc3C2c2cccnc2)c1 (stereo not drawn)

Compound	41	42	43	44	45	46	47	48	49	50
Thrombin inh	-3	-6	-1	-3	3	2	-7	-2	-7	-8
KLK5 inh	-3	-30	-1	2	-13	-7	-10	4	-6	-3
FXIa inh	-2	-3	-5	17	7	9	-7	0	-2	-4
PERK inhibitor	-1.2	0.1	nt	0.5	-0.1	1.7	1.2	0.2	-0.6	-0.1
FXIIa inh	0	8	4	16	9	14	5	13	0	2
KCC2 mod	-1.3	2.4	-3.9*	-4.5*	0.055	-0.61	0.085	-0.87	0.75	1
Rad51 HR inh	15	nt	nt	nt	6	-5	19	-5	1	2
Furin inhibitor	-7	-14	-36	-25	-1	-19	-18	-25	-13	-7
m-calpain inh	-107	-9	-9	-7	-6	-10	-24	-23	-13	20

51. CCOc1ccccc1OC(=O)c1cc2ccccc2oc1=O
52. CC(=O)Nc1ccc(Sc2ccccc2C(=O)Nc2ccc(F)cc2)cn1
53. O=C1C(=O)N(Cc2ccco2)C(c2cccc(Cl)c2)/C1=C(\O)c1ccc2c(c1)OCCO2 (stereo not drawn)
54. CN(C)c1ccc(/C=N/c2cc(-c3ccccc3)nn2-c2ccccc2)cc1
55. CCn1c(=O)cc(SCC(=O)N2CCN(Cc3ccc4c(c3)OCO4)CC2)c2ccccc21
56. Cc1cc(C#N)c2ccccc2n1
57. CC(=O)N1c2ccccc2NC(=O)C1(C)C
58. N#Cc1c(-c2ccncc2)c2c([nH]c1=O)-c1ccccc1OC2
59. COc1ccc(OC)c(CC(NC(C)=O)C(=O)NC2CCN(c3c(Cc4ccccc4)c(C)nc4ncnn34)CC2)c1 (stereo not drawn)
60. CCNc1nc(SCC(=O)OC)nc(N(C)C)n1

Compound	51	52	53	54	55	56	57	58	59	60
Thrombin inh	-11	-13	-5	4	5	3	1	0	-1	2
KLK5 inh	4	-1	-1	-5	0	-12	-3	-10	-11	-4
FXIa inh	3	-4	2	0	8	4	4	-9	8	-4
PERK inhibitor	-0.4	1.3	0.6	-0.3	-1.4	-0.1	0.1	1.2	1.4	0.2
FXIIa inh	0	1	3	21	21	9	6	-22	9	1
KCC2 mod	-1.4	-0.23	-1.8	0.65	-1.1	0.59	-0.41	-2.5	-2.9	-0.28
Rad51 HR inh	8	-5	-12	-6	-2	3	-3	4	nt	-2
Furin inhibitor	3	-18	-19	-10[20 µM]	-2	-13	-13[20 µM]	-25	-28	-25
m-calpain inh	-7	-28	-48	26	18	9	-33	-341	-6	-12
